# Screens: PubChem, National Center for Advancing Translational Sciences (NCATS)
# DT40 TDP1 CPT: DT40-hTDP1 cell growth loss with CPT | chicken DT40 Tdp1-/-;hTDP1 cells + 20 nM CPT, ATP luminescence, 48 h | Potency, µM (doses to about 46.2 µM), without a hit: at the top dose activity change, negative = growth inhibition, usual class: inhibitors | 420,000 compounds, 12% hits; also: nearly all actives have a fitted effect of over 55% in size
#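 Chicken DT40 Tdp1-/- cells stably complemented with human TDP1 were seeded at 400 cells/well in medium containing 20 nM camptothecin, exposed to pin-transferred compounds, and grown at 37 °C for at least 48 hr. Viability was read as ATP luminescence.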
# TDP1 block: blocks human tyrosyl-DNA phosphodiesterase 1 | recombinant TDP1, AlphaScreen DNA substrate cleavage | Potency, µM (doses to about 130 µM), for the others: top-dose activity change, negative = inhibition, hits mostly inhibitors | 350,000 compounds, 0.28% hits | AID 485290; also: nearly all actives have a fitted effect of over 40% in size
# Target sequence (Q9NUW8 whole entry, looked up): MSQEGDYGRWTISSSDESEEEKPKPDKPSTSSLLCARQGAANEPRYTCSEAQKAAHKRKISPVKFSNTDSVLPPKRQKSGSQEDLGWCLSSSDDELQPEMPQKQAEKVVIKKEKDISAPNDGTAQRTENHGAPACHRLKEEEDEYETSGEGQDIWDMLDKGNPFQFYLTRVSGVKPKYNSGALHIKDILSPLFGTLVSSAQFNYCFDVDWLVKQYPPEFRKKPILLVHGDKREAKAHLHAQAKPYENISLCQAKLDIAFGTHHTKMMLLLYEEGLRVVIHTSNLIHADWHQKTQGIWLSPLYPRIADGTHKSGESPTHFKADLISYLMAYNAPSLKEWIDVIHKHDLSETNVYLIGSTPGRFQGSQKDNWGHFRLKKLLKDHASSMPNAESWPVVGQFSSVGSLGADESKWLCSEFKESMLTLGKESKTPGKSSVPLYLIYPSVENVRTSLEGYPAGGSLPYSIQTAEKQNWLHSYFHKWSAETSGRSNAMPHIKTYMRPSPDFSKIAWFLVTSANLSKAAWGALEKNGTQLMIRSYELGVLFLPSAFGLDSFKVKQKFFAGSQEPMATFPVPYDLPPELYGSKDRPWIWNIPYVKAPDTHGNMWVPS
#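 Tdp1 1 nM final; 15 min RT w/ cpd; substrate 15 nM, 5 min; beads 10 ug/ml, 10 min; AlphaScreen read. Neg ctrl: no enzyme.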
# DT40 TDP1 no CPT: qHTS for Inhibitors of human tyrosyl-DNA phosphodiesterase 1 (TDP1): qHTS in cells in absence of CPT. DT40 Tdp1-/- hTDP1 cells, no CPT, ATP luminescence, 48 h. Potency, µM (titrated, usually from 46.2 µM), for inactives: at the highest dose activity change, negative = growth inhibition, usual class: inhibitors. 420,000 compounds, 15% hits. AID 686978, 2013; also: nearly all actives have a fitted effect of over 55% in size
#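 No-CPT arm: Tdp1-/-;hTDP1 DT40 cells (400/well) plus compounds, incubated ≥48 hr at 37 °C. Readout CellTiter-Glo luminescence.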
# The depositor's hits bear a star; ? = inconclusive; · = no result given; & = joins results of further samples; [ ] = another dose, or the depositor's remark. Calls follow the shape of the dose curve; as a rule, active = well fitted curve in the direction sought with a large enough effect; inconclusive = small, poorly fitted or top-dose-only effect, or another doubt; inactive = no such curve, though single readings can be large; an effect the other way counts as inactive or inconclusive. % is scaled to controls: 0 for no effect and ±100 for the full control effect; potency is read from the fitted curve at half-maximal effect. Rows were taken by chance; overall some 18% were active at least once.
SMILES | DT40 TDP1 CPT | TDP1 block | DT40 TDP1 no CPT
CC1(C)CC(=O)C=C(c2ccc(-c3ccccc3)cc2)C1=O | ? | · | 26µM*
COc1ccc(OC)c(/C=C/C(=O)N(C)CC(=O)Nc2ccc(C)cc2)c1 | 6.5µM* | 2% | 10µM*
COc1ccc(/C=C(\C#N)c2c[nH]c3ccccc23)cc1 | 1.2µM* | · | 0.65µM*
COc1ccc(C)cc1COC(=O)c1[nH]c(C)c(C(C)=O)c1C | 21µM* | 6% | 16µM*
CCOC(=O)c1cc(NC(=O)C2C3CCC(O3)C2C(=O)O)cc(C(=O)OCC)c1 (centres undefined) | -19% | -3% | 4%
Cc1nnc(SCC(=O)Nc2sc3c(c2C#N)CCCC3)[nH]c1=O | 4% | 6% | -21%
CCc1ccc(C(=O)CSC2=C(C#N)C(c3ccco3)C(C(C)=O)=C(C)N2)cc1 (centres undefined) | ? | -1% | ?
O=C(COc1ccccc1O)NNc1ccccc1 | 21% | 3% | 5%
COc1ccc(/C=C/C(=O)Oc2cccc(/C=N/NC(=O)COc3c(C)cccc3C)c2)cc1 | 21µM* | 1% | 15µM*
O=S(=O)(NC1CC1)c1ccc(Cl)cc1 | 17% | · | 2%
COc1ccc(NC(=O)CCCC(=O)NCCc2ccc(OC)c(OC)c2)cc1 | ? | 4% | 15%
CC(C)CC(NC(=O)C(NC(=O)OC(C)(C)C)C(C)C)C(=O)N1CCCC1C(N)=O (centres undefined) | ? | 1% | -11%
COc1ccc(C(=O)Nc2ccc3nc(C)sc3c2)cc1S(=O)(=O)N1CCOCC1 | ? | · | ?
COCCCn1c(=O)c2sccc2n2c(CCCC(=O)NCc3ccc(F)cc3)nnc12 | -14%&-24% | 2%&0% | ?
CO[C@H]1[C@H](NC(=O)c2cccc(F)c2)c2ccccc2C12CCN(Cc1ccco1)CC2 | -3% | · | -16%
CC(C)CN(C(=O)C1CC1)c1c(N)n(Cc2ccccc2)c(=O)[nH]c1=O | 17% | -6% | -4%
CC(=O)Nc1ccc(N2CCN(c3ccc(F)cc3)CC2)cc1 | 7% | · | -9%
O=[N+]([O-])c1nn(-c2cccc(Cl)c2)n(O)c1=NCc1cccnc1 | 8.2µM* | 3% | 13µM*
COc1cccc(N2CCN(C(=O)c3cccnc3)CC2)c1 | -9% | -2% | -26%
CCOC(=O)c1ccc(CNC(=O)Cn2nnc(-c3ccccc3F)n2)o1 | -4% | 6% | 4%
COc1cc2nncc(SC)c2cc1OC | ? | · | ?
COCCOc1cc(COC)nc(-c2cccc(C)c2)n1 | -8% | 0% | -20%
Cc1cccc(-n2c(=O)c3c(c4cc(C)ccc4n3C)n(CC(=O)N3CCCC3)c2=O)c1 | -6% | 3% | 2%
O=C(Cn1cc2c(n1)CCCC2)N1CCOCC1 | -11% | 3% | 3%
CN(CCc1cn[nH]c1)Cc1nc(C(c2ccccc2)c2ccccc2)no1 | ? | -1% | ?
Cc1ccccc1CNC(=O)c1ccccc1 | ? | 0% | 1%
COc1cccc(NC(=O)CN(C)C(=O)CN2C(=O)NC(C)(c3ccc4ccccc4c3)C2=O)c1 (centres undefined) | ? | · | ?
CSCCC(NS(=O)(=O)c1ccccc1F)C(=O)NCC(C)(C)N1CCOCC1 (centres undefined) | -1% | 1% | -5%
COc1ccccc1NS(=O)(=O)c1cccc(C(=O)NCC2(N(C)C)CCCCC2)c1 | -8% | · | -3%
O=c1[nH]c(-c2cccnc2)nc2ccccc12 | -28% | -2% | -5%
O=C(Nc1n[nH]c(C2CCCCC2)n1)C1CCCCC1 | -13% | 4% | -21%
CC(=O)c1ccc(C(=O)N2CCCC(C(=O)c3cc(F)ccc3F)C2)s1 (centres undefined) | -5% | -3% | -2%
CCOC(=O)c1c(S(=O)(=O)NCC(=O)Nc2cc(C)ccc2OC)c(C)n(C)c1C | -2%&0% | 3%&3% | ?
COc1cccc(CN2CCCC(CNC(=O)c3ccc(F)cc3)C2)c1OC (centres undefined) | -5% | 2% | -19%
O=C(C1CCN(S(=O)(=O)N2CCOCC2)CC1)N1CCN(Cc2ccccc2)CC1 | 2% | -1% | 2%
COc1ccccc1C(=O)O/N=C(\c1ccccc1)c1ccncc1 | -10% | 8% | -29%
CN1CC[C@@]2(CCCN(C(=O)c3cc(C(F)(F)F)cc(C(F)(F)F)c3)C2)C1 | 26% | · | -10%
COC(=O)c1ccc(COc2ccccc2[N+](=O)[O-])o1 | 12% | 5% | -10%
CN(C)c1ccnc(Nc2ccc(O)cc2)c1C#N | 4% | 6% | 0%
CN(Cc1ccc(C(C)(C)C)cc1)C(=O)c1ccc2c(c1)OCO2 | -11% | -7% | ?
CN(CCOc1ccc(Cl)c(Cl)c1)Cc1ccccc1 | ? | · | -20%
Cc1ccc2oc3c(c(=O)c2c1)C(c1cccc(Cl)c1)N(CCCN1CCOCC1)C3=O (centres undefined) | ? | 0% | ?
Cc1nc(CN2CCC(c3ccccc3)CC2)cc(=O)[nH]1 | 2% | -3% | -10%
Cc1ccc(C(c2nnnn2C(C)(C)C)N2CCC(C)CC2)cc1 (centres undefined) | ? | 7% | ?
O=C(c1ccccc1)c1ccc(N2CCOCC2)cc1 | ? | · | ?
O=C(Nc1ccccc1)N1CCCC(c2nc(-c3cccs3)no2)C1 (centres undefined) | -15% | 4% | ?
O=C(CCc1ccccc1)N(Cc1cccnc1)c1nc2c(F)cccc2s1 | ? | 5% | ?
Cc1ccc(OCC(O)CN2CCOCC2)cc1C (centres undefined) | -6% | · | -5%
CCN(Cc1nc(-c2cccc(C)c2)no1)C(=O)c1ccc2c(c1)OCO2 | -5% | 12%[0.0935 µM] | -6%
CCn1c2ccccc2c2cc(NC(=O)c3cccc(OC)c3)ccc21 | 8.9µM* | 3% | 7.9µM*
Cc1ccc(NC(=Nc2ccc(Br)cc2)N2CCOCC2)cc1C | ? | 5% | 21µM*
CCn1c(SCC(N)=O)nnc1-c1cc2c(C)nn(-c3ccccc3)c2s1 | ? | 4% | 29µM*
CC12Cc3ccc4ccccc4c3C=C1C[N+](C)(C)C2 (centres undefined) | -7% | 5% | -21%
O=c1oc2ccccc2c(NC(c2ccccc2)c2ccccc2)c1[N+](=O)[O-] | ? | 3% | ?
O=C(Nc1ccc2c(c1)OCCO2)c1coc2ccccc2c1=O | -26% | 1% | -27%
COc1ccc(CNS(=O)(=O)c2cc3c(cc2Cl)N(C(C)=O)CCO3)cc1 | -23% | 3% | ?
CNc1cc(-c2ccccc2CN(C)C)ncn1 | -7% | · | -9%
CN(c1ccccc1)S(=O)(=O)c1cccc(NS(=O)(=O)c2ccc(/C=C/C(=O)O)cc2)c1 | 0% | 0% | -15%
COc1cccc2sc(N(C)c3ccccc3)nc12 | 3% | -7% | 1%
O=C(O)CCc1ncc(C(F)(F)F)cc1Cl | -8% | -1% | -4%

# Remaining list, next part.
SMILES | DT40 TDP1 CPT | TDP1 block | DT40 TDP1 no CPT
Cc1cccc(NC(=O)CCCN2C(=O)c3cccc4cccc(c34)C2=O)c1 | 2% | -2% | -19%
OC1COC(O)C(O)C1O (centres undefined) | 0% | · | 9%
CCc1c(C)sc(NC(=O)c2cnn3cccnc23)c1C#N | -10% | -4% | 1%
COc1ccc(CN(C)CCCn2cnc(C(=O)Nc3ccc(C)c(C)c3)n2)cc1OC | -27% | · | ?
CN(C)/C=N/C1=C(C#N)C(c2ccc(Br)cc2)c2ccc3ccccc3c2O1 (centres undefined) | ? | · | ?
COc1ccccc1NC(=O)C(=O)NNS(=O)(=O)c1ccc2ccccc2c1 | 23µM* | 3% | 26µM*
O=C(NCCOc1ccccc1F)c1ccc2c(=O)n3c(nc2c1)CCC3 | ? | 1% | -18%
CCOc1ccc(-c2nnc(-c3ccncc3)o2)cc1OCC | -9% | -5% | ?
COC(=O)C1=C(C)N(Cc2ccccc2)C(=NCc2ccc(OC)cc2)N[C@H]1c1ccccc1 | 7.3µM* | 1% | 8.2µM*
CCN(CC)CCCN1C(=O)C(O)=C(C(=O)c2cc3ccccc3o2)C1c1ccccn1 (centres undefined) | ? | -1% | ?
CCCCc1ccc(C2C3=C(CC(C)(C)CC3=O)NC3=C2C(=O)c2ccccc23)cc1 (centres undefined) | ? | 8% | ?
COc1ccc(OC)c(NC2c3ccccc3C(=O)N2c2cccnc2)c1 (centres undefined) | ? | 9% | -17%

# Pulled by compound from above, seven records:
SMILES | DT40 TDP1 CPT | TDP1 block | DT40 TDP1 no CPT
COC(=O)C1=C(C)N(Cc2ccccc2)C(=NCc2ccc(OC)cc2)N[C@H]1c1ccccc1 | 7.3µM* | 1% | 8.2µM*
COc1ccc(CN(C)CCCn2cnc(C(=O)Nc3ccc(C)c(C)c3)n2)cc1OC | -27% | · | ?
CCN(CC)CCCN1C(=O)C(O)=C(C(=O)c2cc3ccccc3o2)C1c1ccccn1 (centres undefined) | ? | -1% | ?
OC1COC(O)C(O)C1O (centres undefined) | 0% | · | 9%
CN(C)/C=N/C1=C(C#N)C(c2ccc(Br)cc2)c2ccc3ccccc3c2O1 (centres undefined) | ? | · | ?
CCCCc1ccc(C2C3=C(CC(C)(C)CC3=O)NC3=C2C(=O)c2ccccc23)cc1 (centres undefined) | ? | 8% | ?
O=C(NCCOc1ccccc1F)c1ccc2c(=O)n3c(nc2c1)CCC3 | ? | 1% | -18%

# Next part
Structure	DT40 TDP1 CPT	TDP1 block	DT40 TDP1 no CPT
COC(=O)c1ccc(NC(=O)CSc2nc(=O)n3cccc(C)c3n2)cc1	18µM*	12%	?
COc1ccc(S(=O)(=O)Cc2ccc(C(=O)N3CCOCC3)o2)cc1	-9%	3%	-15%
CCOc1ncccc1C(=O)N(CC)CC(=O)Nc1ccc(NC(C)=O)cc1	8%	3%	-14%
CCN1CCN(C(=S)c2ccc(Cl)c(Cl)c2)CC1	-8%	6%	2%
Cc1ccc(C)c(NC(=O)CCCCCN2C(=O)[C@@H]3Cc4ccccc4CN3C2=O)c1	?	-4%	-19%
Cc1ccc(CNS(=O)(=O)c2c(C)n(C)c(=O)n(C)c2=O)cc1	0%	2%	-17%
CC[n+]1ccc(/C=C/c2ccc(N(C)C)cc2)c2ccccc21	0.073µM*	6%	0.0065µM*
Cc1nc(N)sc1-c1ccccc1	-1%	·	-23%
CC(C)C[C@H](NC(=O)N1CC(=O)Nc2ccccc21)C(=O)N[C@@H](C(=O)O)c1ccccc1	-4%	4%	13%
COc1ccc(CCNC(=O)[C@H](C)N2C(=O)N3CCc4c([nH]c5ccccc45)[C@@]3(C)C2=O)cc1	21µM*	·	16µM*
Fc1ccc(N2CCN(c3nc(CN4CCOCC4)nc4scc(-c5ccccc5)c34)CC2)cc1	23µM*	9%	15µM*
O=C(Nc1ccc(OCC(=O)N2CCOCC2)cc1)Nc1cccc2ccccc12	8%	-3%	6%
COc1cccc(C(=O)OC2CCCN(C)C2)c1 (centres undefined)	0%	4%	-20%
Cc1ccccc1OCC(=O)NNC(=O)C1CCN(c2ncnc3sc(C)c(C)c23)CC1	23µM*	·	26µM*
Cc1ccc(C)c(OCC(=O)N/N=C/c2ccsc2)c1	-25%	1%	-14%
NS(=O)(=O)c1ccc(CCNC(=O)CSc2nc3ccccc3c(=O)n2CC2CCCO2)cc1 (centres undefined)	-20%	3%	-23%
COC(=O)Cn1c(C(O)c2ccccc2)nc2ccccc21 (centres undefined)	19%	·	-1%
Cc1cccc(-c2nnc(NC(=O)c3ccc(Cl)cc3)o2)c1	12µM*	11%	10µM*
Clc1ccc(OCCSc2nnnn2C2CCCCC2)cc1	-9%	·	-25%
CC(=O)Oc1ccc(C2(C)CC(C)(C)Oc3cc(OC(C)=O)ccc32)c(OC(C)=O)c1 (centres undefined)	-23%	3%	?
O=c1ccc2cc(S(=O)(=O)NCCCc3ccccc3)ccc2[nH]1	-1%	·	2%
CN(CC(=O)NCCc1ccc(S(N)(=O)=O)cc1)Cc1ccc(Cl)cc1Cl	-26%	4%	?
O=S1(=O)Nc2c(ccc3cccnc23)-c2ccccc21	1.2µM*	7%&16%	1.5µM*
Cc1cc(C)n2nc(CC(=O)NCc3ccc(F)cc3)nc2n1	-3%	3%	-18%
O=C(O)CN1CCCCCC1=O	-12%	-1%	12%
Cc1ccc(NC(=O)CN(C)C(=O)C(C)OC(=O)CNC(=O)c2ccc(Cl)c([N+](=O)[O-])c2)cc1 (centres undefined)	-13%	4%	-18%
CCOc1ccc(C2C(C(=O)OC)=CN(CCOC)C=C2C(=O)OC)cc1	-18%	3%	?
O=C(NCC1CCN(Cc2ccccc2F)CC1)Nc1ccccc1F	-14%	·	0%
FC(F)(F)c1ccccc1Cc1c(C2CCCCC2)nc2ccc(Br)cn12	?	·	?
